MazF activator: increases E. coli MazEF RNase cleavage of RNA; FAM/BHQ RNA-DNA oligo cleavage fluorescence, 5 h; hit rate 0.32% among 350,000; P0AE70; activation, % at 20 µM; in the data active = activation above about 50%
Target sequence (P0AE70 whole entry, looked up): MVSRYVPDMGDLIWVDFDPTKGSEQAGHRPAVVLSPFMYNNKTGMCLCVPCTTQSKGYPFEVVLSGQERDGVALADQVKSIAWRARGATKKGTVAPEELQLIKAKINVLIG
CCHFV vOTU inh: blocks the CCHF virus ovarian tumor domain protease; CCHFV vOTU protease, Pep-AMC fluorescence; inhibition, % at 11.5 µM; hit rate 0.55% among 370,000; in the data active = inhibition above about 30%; also: 0% = vehicle wells with enzyme and 100% = no enzyme wells
PrPC surface inh: reduces human prion protein on the cell surface; inhibition, % at 13.8 µM; hit rate 0.43% among 370,000; cell surface PrPC, TR-FRET read-out; in the data active = inhibition above about 24%; also: 0% = median of the test wells and 100% = reference compound wells
BoNT-A LC inh2: BoNT A light chain protease inhibition; multiplex microsphere protease substrate cleavage, flow cytometry; inhibition, % at 10 µM; hit rate 0.17% among 360,000; also: plate controls were buffer without enzyme for full effect and enzyme alone for no effect
DUSP3 inh: DUSP3 (human) phosphatase inhibition; hit rate 0.52% among 290,000; recombinant VHR phosphatase, pNPP absorbance; inhibition, % at 13.3 µM; in the data active = inhibition above about 50%; also: some compounds called inactive have numbers as strong as hits
Target sequence (P51452 whole entry, looked up): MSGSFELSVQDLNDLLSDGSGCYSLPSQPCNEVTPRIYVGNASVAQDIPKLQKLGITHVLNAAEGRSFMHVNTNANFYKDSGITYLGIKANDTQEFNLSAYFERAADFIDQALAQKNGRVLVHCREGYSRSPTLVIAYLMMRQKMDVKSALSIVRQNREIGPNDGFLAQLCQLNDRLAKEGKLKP
PriA SSB inh: blocks PriA binding to SSB C-terminal tail. AlphaScreen SSBct-PriA binding, biotinylated peptide. inhibition, % at 33 µM. hit rate 0.6% among 430,000; in the data active = inhibition mostly above about 37%, no sharp cut-off; inactive = mostly below about 20%;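 also: plate controls were negative control peptide for no effect and reference peptide for full effect; strong numbers were not always called active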
3CLpro inhibitor: SARS-CoV 3CLpro protease inhibition. recombinant SARS-CoV 3CLpro, quenched FRET peptide cleavage. AID 1706. inhibition, % at 6 µM. P0C6X7. hit rate 0.14% among 290,000; in the data active = inhibition above about 12%
Rv3671c inh: Rv3671c (M. tuberculosis) protease inhibition; hit rate 0.048% among 320,000; inhibition, % at 5.96 µM; P9WHR9; in the data active = inhibition above about 38%;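 also: extracellular domain of Rv3671c used as enzyme; 0% = enzyme with DMSO and 100% = no enzyme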
Anthrax LF inh2: anthrax lethal factor protease inhibition | P15917 | multiplex microsphere protease cleavage assay, LF | inhibition, % at 10 µM | hit rate 0.12% among 360,000 | AID 588501; also: plate controls were buffer without enzyme for full effect and enzyme alone for no effect
Target sequence (P15917 whole entry, looked up): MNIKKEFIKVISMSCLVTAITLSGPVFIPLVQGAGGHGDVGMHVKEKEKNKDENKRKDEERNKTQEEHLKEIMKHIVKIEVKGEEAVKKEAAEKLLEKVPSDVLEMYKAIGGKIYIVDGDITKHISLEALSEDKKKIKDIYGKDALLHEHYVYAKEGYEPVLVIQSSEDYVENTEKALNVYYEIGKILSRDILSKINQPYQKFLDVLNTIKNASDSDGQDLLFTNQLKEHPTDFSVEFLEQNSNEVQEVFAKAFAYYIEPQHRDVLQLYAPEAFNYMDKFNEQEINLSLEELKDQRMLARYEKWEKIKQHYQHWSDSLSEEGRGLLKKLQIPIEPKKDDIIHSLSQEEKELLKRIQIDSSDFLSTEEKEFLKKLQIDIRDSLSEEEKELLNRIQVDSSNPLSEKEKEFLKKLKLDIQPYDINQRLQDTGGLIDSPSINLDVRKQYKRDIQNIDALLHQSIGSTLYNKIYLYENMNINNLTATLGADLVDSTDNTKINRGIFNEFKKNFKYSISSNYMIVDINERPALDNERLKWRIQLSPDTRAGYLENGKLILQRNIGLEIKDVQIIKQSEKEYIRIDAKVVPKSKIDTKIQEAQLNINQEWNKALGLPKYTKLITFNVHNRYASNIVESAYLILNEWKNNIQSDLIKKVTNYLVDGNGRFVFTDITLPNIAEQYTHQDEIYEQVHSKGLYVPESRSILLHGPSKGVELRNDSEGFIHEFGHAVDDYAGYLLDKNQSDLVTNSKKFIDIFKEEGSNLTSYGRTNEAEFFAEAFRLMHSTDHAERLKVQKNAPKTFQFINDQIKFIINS
BoNT F protease: inhibitors of Botulinum neurotoxin F light chain protease | Multiplex microsphere protease cleavage assay, flow cytometry | inhibition, % at 10 µM | hit rate 0.22% among 360,000; in the data active = inhibition above about 35%, passing the limit was not always enough; inconclusive = no clear call, values can overlap the other calls; also: plate controls were buffer without enzyme for full effect and enzyme alone for no effect
* = called active by the depositor; ? = inconclusive; . = not tested or not shown. Rule as the data show it, unless noted: active = inhibition above about 30%; inconclusive = no clear call, values can overlap the other calls; inactive = below that.

(1) Cc1cc(N2CCOCC2)ccc1/C=C1\C(=O)NC(=O)N(c2ccccc2)C1=O
(2) CCOC(=O)Cc1cc(=O)n2[nH]c(C)c(-c3ccc(OC)cc3)c2n1
(3) O=c1oc2ccccc2c2c1ncn2-c1ccccc1
(4) COc1ccc(NC(=O)CN(c2ccccc2)S(=O)(=O)N(C)C)cc1Cl
(5) CC(=O)/C=C\c1ccc(OC(=O)c2cccnc2)cc1
(6) CN1CCCC2c3ccccc3CCC21 (centres undefined)
Compound	1	2	3	4	5	6
MazF activator	-24	1	-1	-3	4	0
CCHFV vOTU inh	4	6	-10	4	-5	13
PrPC surface inh	5	-5	-4	4	-3	-3
BoNT-A LC inh2	-0.3	0.4	0.8	0.4	-3.5	-1.0
DUSP3 inh	-9	16	-1	6	11	.
PriA SSB inh	-5	4	-16	-15	-7	.
3CLpro inhibitor	0	-4	1	6	1	.
Rv3671c inh	0	-3	8	0	-4	.
Anthrax LF inh2	-1	0	3	3	-4	-9
BoNT F protease	-5	7	5	-3	13	3

(7) Cc1ccccc1-n1c(C)cc(/C=C2/C(=N)N3C(c4ccccc4)=CSC3=NC2=O)c1C
(8) CC(=O)Nc1nc2ccc(NC(=O)c3ccco3)cc2s1
(9) Oc1c(C(c2ccccc2)N2CCCCC2)sc2ncnn12 (centres undefined)
(10) COc1cc2c(cc1NC(=O)COC(=O)[C@@H](NS(=O)(=O)c1cccc(Cl)c1)C(C)C)oc1ccccc12
(11) O=C1NC(=O)N(c2ccccc2)C(=O)/C1=C/c1ccoc1
(12) CCOCCCNC(=O)C1CCN(S(=O)(=O)c2ccc3nc4c(c(C(=O)O)c3c2)CCCCC4)CC1
Compound	7	8	9	10	11	12
MazF activator	2	-1	4	-9	-54	6
CCHFV vOTU inh	3	15	-3	12	-5	15
PrPC surface inh	8	-3	6	8	-2	2
BoNT-A LC inh2	-0.4	-0.8	-0.3	-1.2	-1.0	1.4
DUSP3 inh	-6	19	16	-8	2	18
PriA SSB inh	0	1	-19	-7	8	-7
3CLpro inhibitor	-3	-6	-1	0	2	0
Rv3671c inh	-53	-11	-2	-57	-3	-2
Anthrax LF inh2	-7	-2	3	-1	-1	-1
BoNT F protease	-12	-11	5	-3	-2	-2

(13) CCc1cc2c(=O)n(CC(=O)NC3CCCCC3)cnc2s1
(14) COCCNC(=O)/C(C#N)=C/c1ccc(-c2ccc(OC)cc2[N+](=O)[O-])o1
(15) COc1ccc(CCNC(=O)c2ccc(N(C)S(=O)(=O)c3ccc(C)cc3)cc2)cc1
(16) CN(C)S(=O)(=O)c1cccc(C(=O)OCC(=O)NC2CCCc3ccccc32)c1 (centres undefined)
(17) CC(=O)Nc1cc(C)ns1
(18) CSCCC1NC2(C(=O)Nc3c2ccc(Cl)c3C)[C@@H]2C(=O)N(C3CCCC3)C(=O)[C@H]12 (some centres undefined)
Compound	13	14	15	16	17	18
MazF activator	9	5	1	-1	-22	1
CCHFV vOTU inh	-5	10	6	1	24	3
PrPC surface inh	-8	-5	11	3	0	3
BoNT-A LC inh2	1.5	1.0	-0.7	0.9	2.6	-0.3
DUSP3 inh	6	38	4	7	.	3
PriA SSB inh	0	4	-2	4	-2	-2
3CLpro inhibitor	1	0	1	2	.	4
Rv3671c inh	3	0	-21	1	.	3
Anthrax LF inh2	-3	4	-2	-3	-6	1
BoNT F protease	-3	8	1	10	24	-6

(19) Cc1cccc(NC(=O)c2cc3c(s2)-c2c(C)cccc2OC3)n1
(20) Cc1c(O)ccc(C(=O)COc2ccccc2F)c1O
(21) COc1cc(C(=S)N2CCOCC2)cc(OC)c1OC(=O)c1ccc(C)cc1
(22) CCOC(=O)c1ccc(S(=O)(=O)N2CCN(CCc3ccncc3)CC2)cc1
(23) CC(=O)C1=C(O)C(=O)N(Cc2ccccc2)C1c1ccc(Cl)cc1 (centres undefined)
(24) CCCCCOC(=O)Nc1ccc(S(=O)(=O)Nn2cnnc2)cc1
Compound	19	20	21	22	23	24
MazF activator	-15	0	-15	-2	-1	5
CCHFV vOTU inh	-22	26	-4	-8	2	-13
PrPC surface inh	2	6	5	-4	8	1
BoNT-A LC inh2	-1.0	1.6	2.5	-0.4	0.0	?
DUSP3 inh	20	26	39	.	-15	13
PriA SSB inh	-14	-10	11	-1	-8	-18
3CLpro inhibitor	6	1	-1	.	1	-6
Rv3671c inh	-3	-8	.	3	-8	4
Anthrax LF inh2	-8	-12	-3	-2	9	7
BoNT F protease	0	14	?	-8	-25	1

(25) CCC1CCC/C1=N\NC(=O)c1ccccc1C (centres undefined)
(26) O=C(C[C@H]1C/C=C\CC[C@H](Cc2ccc(F)cc2)C(=O)OC[C@H]2CCCN2C1=O)N[C@H](CO)Cc1ccccc1
(27) COc1cc(OC)c(C2=NOC(C(=O)NCc3cccs3)C2)cc1Cl (centres undefined)
(28) Cc1[nH]ncc1Nc1c(C(C)C)cccc1C(C)C
(29) CCOc1ccc(C(=O)N(Cc2ccccc2)c2cccc(C)c2)cc1OC
(30) O=C1C2ON(c3ccccc3)C(c3cccnc3)C2C(=O)N1c1ccc(Cl)c(Cl)c1 (centres undefined)
Compound	25	26	27	28	29	30
MazF activator	-10	-1	0	.	-4	3
CCHFV vOTU inh	-6	23	-5	1	5	5
PrPC surface inh	10	0	4	0	-9	-1
BoNT-A LC inh2	-1.8	0.1	-0.5	0.0	-1.2	-0.4
DUSP3 inh	.	.	6	.	18	34
PriA SSB inh	.	.	0	.	-19	-1
3CLpro inhibitor	.	.	-3	.	5	1
Rv3671c inh	-6	7	1	.	-4	-1
Anthrax LF inh2	-1	1	-6	10	-1	-5
BoNT F protease	13	4	-4	-12	-5	-6

(31) CC(Sc1c[nH]c2ccccc12)C(=O)O (centres undefined)
(32) CC(NC(=O)CN1CCN(c2ccc(Cl)cc2)CC1)c1ccccc1 (centres undefined)
(33) CCc1ccc2nc3sc(C(=O)O)cc3cc2c1
(34) Cc1c(C)[n+](=O)c(-c2ccc(F)cc2)c(C)n1[O-]
(35) COc1ccc(Br)cc1CN(C)C(=O)Cc1ccc(S(=O)(=O)N2CCOCC2)s1
(36) COc1ccc(CN(C(=O)CN2C(=O)COc3ccccc32)C2CCCC2)c(OC)c1
Compound	31	32	33	34	35	36
MazF activator	-2	8	-2	-14	-10	-5
CCHFV vOTU inh	3	-7	-7	4	-7	5
PrPC surface inh	3	0	-11	-5	4	2
BoNT-A LC inh2	0.3	-2.0	0.3	-2.4	1.7	1.5
DUSP3 inh	4	-14	29	25	.	4
PriA SSB inh	-7	-1	-15	-4	1	7
3CLpro inhibitor	-2	2	1	0	.	4
Rv3671c inh	9	10	-1	9	-1	6
Anthrax LF inh2	-4	-5	-12	7	2	2
BoNT F protease	-7	16	0	-6	11	3

Quoted at random: 2 records from the list
(33) CCc1ccc2nc3sc(C(=O)O)cc3cc2c1
(34) Cc1c(C)[n+](=O)c(-c2ccc(F)cc2)c(C)n1[O-]
Compound	33	34
MazF activator	-2	-14
CCHFV vOTU inh	-7	4
PrPC surface inh	-11	-5
BoNT-A LC inh2	0.3	-2.4
DUSP3 inh	29	25
PriA SSB inh	-15	-4
3CLpro inhibitor	1	0
Rv3671c inh	-1	9
Anthrax LF inh2	-12	7
BoNT F protease	0	-6

Reprinted, compounds 26 to 33
(26) O=C(C[C@H]1C/C=C\CC[C@H](Cc2ccc(F)cc2)C(=O)OC[C@H]2CCCN2C1=O)N[C@H](CO)Cc1ccccc1
(27) COc1cc(OC)c(C2=NOC(C(=O)NCc3cccs3)C2)cc1Cl (centres undefined)
(28) Cc1[nH]ncc1Nc1c(C(C)C)cccc1C(C)C
(29) CCOc1ccc(C(=O)N(Cc2ccccc2)c2cccc(C)c2)cc1OC
(30) O=C1C2ON(c3ccccc3)C(c3cccnc3)C2C(=O)N1c1ccc(Cl)c(Cl)c1 (centres undefined)
(31) CC(Sc1c[nH]c2ccccc12)C(=O)O (centres undefined)
(32) CC(NC(=O)CN1CCN(c2ccc(Cl)cc2)CC1)c1ccccc1 (centres undefined)
(33) CCc1ccc2nc3sc(C(=O)O)cc3cc2c1
Compound	26	27	28	29	30	31	32	33
MazF activator	-1	0	.	-4	3	-2	8	-2
CCHFV vOTU inh	23	-5	1	5	5	3	-7	-7
PrPC surface inh	0	4	0	-9	-1	3	0	-11
BoNT-A LC inh2	0.1	-0.5	0.0	-1.2	-0.4	0.3	-2.0	0.3
DUSP3 inh	.	6	.	18	34	4	-14	29
PriA SSB inh	.	0	.	-19	-1	-7	-1	-15
3CLpro inhibitor	.	-3	.	5	1	-2	2	1
Rv3671c inh	7	1	.	-4	-1	9	10	-1
Anthrax LF inh2	1	-6	10	-1	-5	-4	-5	-12
BoNT F protease	4	-4	-12	-5	-6	-7	16	0

The list goes on:
(37) Cc1cc(C)nc(-n2nc(C)c3c(C(=O)O)cc(-c4cccc(Br)c4)nc32)n1
(38) Cc1cccc(NC(NC(=O)c2cccnc2)C(Cl)(Cl)Cl)c1 (centres undefined)
(39) Cc1ccc(-c2nnn(CC(=O)N(CCN3CCOCC3)C(C(=O)NC3CCCC3)c3ccncc3)n2)o1 (centres undefined)
(40) C/C(=N\Nc1ccc(C#N)cc1[N+](=O)[O-])c1ccc(O)cc1
(41) OC(COc1ccc2cc(Br)ccc2c1)CN1CCN(c2ccccn2)CC1 (centres undefined)
(42) CCOc1ccc(Br)cc1C(=O)N/N=C/c1c[nH]c2ccccc12
Compound	37	38	39	40	41	42
MazF activator	-1	-3	-3	10	2	11
CCHFV vOTU inh	-4	-8	-6	6	12	-5
PrPC surface inh	-3	12	-2	-9	8	17
BoNT-A LC inh2	-0.7	-0.1	0.3	.	0.1	-1.5
DUSP3 inh	23	35	0	12	10	11
PriA SSB inh	-11	-12	-5	.	1	.
3CLpro inhibitor	-3	5	0	5	-4	2
Rv3671c inh	-1	6	0	-3	5	-8
Anthrax LF inh2	3	-7	1	.	-2	-13
BoNT F protease	-3	4	-6	.	-21	-3

(43) Cc1n[nH]c(=O)c2c(NC(=O)CSc3nnnn3-c3ccccc3)oc(C)c12
(44) COc1ccccc1NC(=O)Cn1nnc(-c2ccccc2NC(=O)c2cccs2)n1
(45) O=C(c1ccoc1)N1CCN(c2cc(-c3ccccc3)nc3cc(-c4ccccc4)nn23)CC1
(46) Cc1ccnc(N2C(=O)c3ccccc3C2=O)c1
(47) C=C(C)C(=O)Nc1ccc2nn(-c3ccccc3O)nc2c1
(48) O=C(CN1CCN(c2ccc(O)cc2)CC1)NCC(=O)Nc1ccc(F)c(F)c1F
Compound	43	44	45	46	47	48
MazF activator	-10	24	-8	13	-3	-2
CCHFV vOTU inh	-2	-7	-45	-11	13	6
PrPC surface inh	4	7	-3	-1	-7	-8
BoNT-A LC inh2	3.7	0.1	-0.3	-0.7	-0.7	-0.5
DUSP3 inh	.	32	.	27	.	.
PriA SSB inh	-5	-11	.	0	.	8
3CLpro inhibitor	.	2	.	4	.	.
Rv3671c inh	4	-5	.	-1	.	-3
Anthrax LF inh2	?	4	-1	-7	4	6
BoNT F protease	?	-6	-3	-8	-7	-14

(49) CCOC(=O)C1=C(c2ccccc2)NC(=O)NC1c1cc(OC)c(O)c([N+](=O)[O-])c1 (centres undefined)
(50) CCOC(=O)c1nc(N/N=C/c2ccccc2)sc1Br
(51) O=C(Nc1ccncc1)c1cccc(S(=O)(=O)N2CCOCC2)c1
(52) N#C/C(=C\c1ccccc1)C(=O)NC(=O)Oc1ccccc1
(53) Cc1ccccc1S(=O)(=O)NC(=O)C1(C)CCN1C(=O)CC1CCCC1 (centres undefined)
(54) COC(=O)Cc1c(C)nc2nc(-c3ccc(C)cc3)[nH]n2c1=O
(55) O=c1oc2ccccc2n1CSc1nc2ccccc2s1
Compound	49	50	51	52	53	54	55
MazF activator	6	15	4	8	.	-1	-4
CCHFV vOTU inh	6	2	-8	-3	0	7	5
PrPC surface inh	-26	-3	4	-5	4	0	-3
BoNT-A LC inh2	-2.4	-0.9	-0.9	-0.5	-0.3	-0.9	1.1
DUSP3 inh	10	-2	.	12	.	-4	15
PriA SSB inh	-22	.	-8	1	.	-4	-60
3CLpro inhibitor	2	-2	.	-3	.	-3	-1
Rv3671c inh	-4	-2	13	0	.	4	-8
Anthrax LF inh2	22	7	6	2	-4	-7	5
BoNT F protease	13	?	8	1	5	-2	-17

Compound activity: PubChem, several laboratories

Some of the compounds tested. The share of hits here may be higher or lower than overall.
